ERb coact inh: blocks coactivator binding to human estrogen receptor beta. Q92731. TR-FRET ER-beta LBD / SRC1-Cy5 peptide binding; receptor agonist-loaded with 1 µM estradiol. inhibition, % at 25.6 µM. actives 1.3% (n = 86,000). AID 633;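 active = compounds whose percent inhibition of the receptor-coactivator binding signal exceeds about 50% in the single-dose screen, limit read from the data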;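 also: 0% = receptor plus peptide wells without compound and 100% = peptide-only wells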
Candida biofilm: kills Candida albicans biofilms. C. albicans biofilm + clotrimazole, Alamar Blue. inhibition, % at 6 µM. actives 0.14% (n = 85,000). AID 834;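 active = inhibition above 20%; inactive = inhibition below 20%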;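 also: preformed 24 hr biofilms exposed to compound for 48 hr; 0% = biofilm without compound and 100% = blank killed by clotrimazole plus chlorhexidine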
sEH inhibitor: blocks human soluble epoxide hydrolase activity. P34913. recombinant human sEH enzymatic activity assay. inhibition, % at 2 µM. actives 0.34% (n = 91,000). AID 707; in the data active = inhibition above about 80%; also: values of inactives mirror those of a sister screen read the other way; many of its hits are not listed in these tables
CD11b adhes inh: CD11b/CD18-fibrinogen binding inhibition | K562 CD11b/CD18 adhesion to fibrinogen, ATPlite luminescence; Mn2+ added to activate the integrin | inhibition, % at 10 µM | actives 0.54% (n = 93,000) | AID 1497;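 active = primary inhibition of 50% or more at 10 µM, then 40% or more on retest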; also: some results filed as inactive read as strong as hits
Target sequence (P05107 whole entry, looked up, other chains not shown): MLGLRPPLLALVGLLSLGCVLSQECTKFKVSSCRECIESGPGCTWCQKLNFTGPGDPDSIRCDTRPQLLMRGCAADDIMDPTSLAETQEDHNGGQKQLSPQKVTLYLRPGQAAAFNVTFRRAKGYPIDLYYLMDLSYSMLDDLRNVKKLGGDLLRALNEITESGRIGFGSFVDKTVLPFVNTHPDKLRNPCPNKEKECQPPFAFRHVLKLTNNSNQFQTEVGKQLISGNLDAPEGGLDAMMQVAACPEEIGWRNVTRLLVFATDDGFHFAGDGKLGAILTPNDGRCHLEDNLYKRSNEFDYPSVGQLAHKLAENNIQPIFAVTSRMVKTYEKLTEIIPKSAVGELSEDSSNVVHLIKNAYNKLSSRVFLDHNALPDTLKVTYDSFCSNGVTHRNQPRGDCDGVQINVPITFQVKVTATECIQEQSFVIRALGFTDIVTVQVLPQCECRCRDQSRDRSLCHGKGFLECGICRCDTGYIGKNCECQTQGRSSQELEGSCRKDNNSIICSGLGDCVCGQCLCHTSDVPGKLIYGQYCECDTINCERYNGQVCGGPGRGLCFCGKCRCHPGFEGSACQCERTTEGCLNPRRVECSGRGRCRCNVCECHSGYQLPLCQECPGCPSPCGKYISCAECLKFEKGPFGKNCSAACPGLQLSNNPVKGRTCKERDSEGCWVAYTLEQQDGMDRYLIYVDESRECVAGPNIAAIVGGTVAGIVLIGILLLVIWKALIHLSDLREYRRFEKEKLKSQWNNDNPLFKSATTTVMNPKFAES
CD11b adhes enh: increases human CD11b/CD18 adhesion to fibrinogen; AID 1499; P05107+P11215; actives 0.07% (n = 93,000); K562 CD11b/CD18 adhesion to fibrinogen, ATPlite luminescence; activation, % at 10 µM;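 active = 10 µM primary screen giving 50% or more activity, confirmed by 40% or more on retest at that dose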; also: strong numbers were not always called active; reference of the scale not given here
Smad3 FoxH1 inh: Smad3 (human) transcription factor binding inhibition | TR-FRET Smad3/Dy647-FoxH1 peptide binding, europium anti-His | inhibition, % at 25 µM | actives 0.29% (n = 88,000);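 active = compounds that reduce the energy-transfer binding signal between the protein and its labelled peptide by more than half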;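 also: 0% = Smad3 plus labelled peptide maximal FRET and 100% = peptide-only background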
MT1-MMP txn act: MT1-MMP promoter transcription activation | HT1080 MT1-MMP promoter luciferase reporter, luminescence, overnight; stronger effect = higher value | activation factor at 10 µM | actives 0.16% (n = 86,000);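 active = activation factor of at least 2 for MT1-MMP transcription at 10 µM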
sEH activator: increases human soluble epoxide hydrolase activity; P34913; actives 0.04% (n = 91,000); activation, % at 2 µM; purified human sEH enzymatic activity, activator screen; in the data active = activation above about 37%; also: values of inactives mirror those of a sister screen read the other way
ERa SRC1 pot: enhances coactivator binding to human estrogen receptor alpha. P03372. TR-FRET ERalpha-LBD/SRC-Cy5 coactivator binding, 2 h; 100 = basal binding, no effect. coactivator binding (% of control), % at 25.6 µM. actives 1.3% (n = 86,000). AID 639; in the data active = activity above about 200%;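 also: binding measured in presence of low estradiol as agonist stimulus; 0% = peptide alone without receptor and 100% = receptor with peptide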
Active calls of the source: *; · = no result given; [ ] = remark or other dose. This is a subset. The share of hits here may be higher or lower than overall.

SMILES	ERb coact inh	Candida biofilm	sEH inhibitor	CD11b adhes inh	CD11b adhes enh	Smad3 FoxH1 inh	MT1-MMP txn act	sEH activator	ERa SRC1 pot
Cn1c(=O)[nH]c(=O)c2c1nc(N1CCCCCC1)n2Cc1cccc2ccccc12	0	3	0	-4	0	-1	1.2	0	95
CC1CCc2nc(NC(=O)CCSc3ccccc3)sc2C1 (stereo unspecified)	2	1	8	-3	-1	-5	·	-9	94[fluorescence artefact?]
Cc1ccc(CNC(=O)C2c3ccccc3C(=O)N3CCc4ccccc4C23)o1 (stereo unspecified)	3	8	2	6	-2	1	1.2	-4	78
COc1cc(C2=NOC(C(=O)N3CCN(c4ccc(F)cc4)CC3)C2)cc(OC)c1OC (stereo unspecified)	1	·	1	11	0	1	1.1	1	115[fluorescence artefact?]
Cc1ccc(Cl)c(NC(=S)N(CCCN2CCOCC2)Cc2ccco2)c1	·	·	1	-4	-1	·	·	0	·
O=C(CSc1nc(-c2ccccc2)c(-c2ccccc2)[nH]1)NCc1ccco1	8[fluorescence artefact?]	1	-18	6	-8	7	1.2	18	105[fluorescence artefact?]
CCOC(=O)C(=O)/C(C#N)=C/Nc1ccc(Cl)cc1	9	0	-8	-29	-2	6	1.1	7	104
O=C(NNS(=O)(=O)c1ccccc1)c1ccncc1	·	·	3	-10	-7	·	·	-1	·
Cc1cc(C)nc(SC2=CS(=O)(=O)c3ccccc32)n1	6	3	6	-10	-1	5	1.1	-3	106
CCOC(=O)N1CCC(NC(=O)c2cc3c(-c4cccc(OC)c4)nn(C)c3s2)CC1	11	8	·	8	-2	2[fluorescence artefact?]	1.2	·	112
CCC1C(=O)CC(c2ccco2)NC1c1ccco1 (stereo unspecified)	-9	4	1	·	·	4	1.4	2	114
COc1cc(NC(=O)C2CCCN2S(=O)(=O)c2ccc3c(c2)CCC(=O)N3)cc(OC)c1 (stereo unspecified)	4	3	·	-16	-1	-5	1	·	101
O=C(c1cc(S(=O)(=O)N2CCCCC2)ccc1F)N1CCCCC1	·	·	-11	-13	-3	·	1.1	8	·
COc1ccc(S(=O)(=O)N2CCC(C(=O)Nc3ccc4c(c3)OCCO4)CC2)cc1OC	0	2	13	0	3	4	0.8	-13	96
Cc1ccc(C(=O)N2c3ccccc3N(Cc3ccccc3)C(=O)C2(C)C)cc1	1	5	10	·	·	-11	1.2	-8	77[fluorescence artefact?]
Nc1nnc(C(=O)c2ccccc2N)s1	2	1	-5	·	·	-12	1.6	6	96
CCn1c(CNC(=O)c2ccc3c(c2)OCO3)nnc1SCC(=O)Nc1cc(C)ccc1OC	-1[fluorescence artefact?]	9	3	-6	1	5[fluorescence artefact?]	1.2	-4	114[fluorescence artefact?]
O=C(c1cccs1)n1nc(-c2ccco2)nc1SCc1ccccc1	-8	-2	-1	-28	17	-2	·	1	134
Cc1cc(/C=C(\C#N)C(=O)NCC2CCCO2)c(C)n1-c1ccc(Cl)cc1 (stereo unspecified)	·	·	-15	-9	-2	·	·	13	·
O=C(Cc1ccc(Br)cc1)N1CCCCCC1	20	6	-1	-13	1	3	1.5	-1	92

A second format for some results above.
Order of values: ERb coact inh | Candida biofilm | sEH inhibitor | CD11b adhes inh | CD11b adhes enh | Smad3 FoxH1 inh | MT1-MMP txn act | sEH activator | ERa SRC1 pot
> CCC1C(=O)CC(c2ccco2)NC1c1ccco1 (stereo unspecified)
    -9 | 4 | 1 | · | · | 4 | 1.4 | 2 | 114
> COc1cc(NC(=O)C2CCCN2S(=O)(=O)c2ccc3c(c2)CCC(=O)N3)cc(OC)c1 (stereo unspecified)
    4 | 3 | · | -16 | -1 | -5 | 1 | · | 101
> O=C(c1cc(S(=O)(=O)N2CCCCC2)ccc1F)N1CCCCC1
    · | · | -11 | -13 | -3 | · | 1.1 | 8 | ·
> COc1ccc(S(=O)(=O)N2CCC(C(=O)Nc3ccc4c(c3)OCCO4)CC2)cc1OC
    0 | 2 | 13 | 0 | 3 | 4 | 0.8 | -13 | 96
> Cc1ccc(C(=O)N2c3ccccc3N(Cc3ccccc3)C(=O)C2(C)C)cc1
    1 | 5 | 10 | · | · | -11 | 1.2 | -8 | 77[fluorescence artefact?]

Later entries.
SMILES	ERb coact inh	Candida biofilm	sEH inhibitor	CD11b adhes inh	CD11b adhes enh	Smad3 FoxH1 inh	MT1-MMP txn act	sEH activator	ERa SRC1 pot
c1ccc(-c2ccc(-c3nc(-c4cccnc4)no3)cc2)cc1	1[fluorescence artefact?]	9	·	3	-1	-2	1.1	·	109
O=C(NC1CCN(S(=O)(=O)c2ccccc2)CC1)C1CCCCC1	-19	3	57	·	·	-7	1.1	-55	106
CCCOc1ccccc1C1NC(=O)NC(C)=C1C(=O)OCCOC(C)C (stereo unspecified)	-10	8	·	5	-8	-11	1	·	122
Cc1cccc(NC(=O)CCN2CCN(C/C=C/c3ccccc3)CC2)c1	-12	11	-3	-12	2	-6	1.1	2	101
COc1ccc(OC)c(-c2nc3c(C)n[nH]c(=O)c3[nH]2)c1	·	·	6	-15	6	·	1	-3	·
COC(=O)c1cc(C(=O)Nc2cccc(C)n2)cc([N+](=O)[O-])c1	·	·	-6	-35	-2	·	·	9	·
CCOC(=O)c1c(N)nn(C(C)=O)c1-c1ccccc1	8	6	8	0	-1	-10	1.2	-8	105
CCOC(=O)C1=C(CSc2nncn2C)NC(=O)NC1c1cc(OCC)ccc1OCC (stereo unspecified)	7[fluorescence artefact?]	-3	7	0	-1	3	1	-7	111
COC1(OC)C(=N/O)/C(=N\O)CCC1O (stereo unspecified)	-1	7	-1	-24	-3	3	1.1	0	129
Cc1nnc(SCc2ccccc2)n1CC1CCCO1 (stereo unspecified)	-3	1	-7	-17	0	-8	0.9	9	93
C=C(C)C1Cc2c(C)nn(-c3cc(C)c4ccccc4n3)c2C1 (stereo unspecified)	-7	5	3	·	·	4	1.2	3	104
CCOc1ccc(-c2cc(CCCC(=O)NCCCOC)no2)cc1	·	·	2	-13	-1	·	·	-3	·
O=C(O)C1CC=CCC1C(=O)Nc1ccc2c(c1)OCCO2 (stereo unspecified)	14[fluorescence artefact?]	-4	-10	·	·	-7	1.3	11	89
CCCC1=C(C(=O)OCC)C(c2ccc(NC(C)=O)cc2)NC(=O)N1 (stereo unspecified)	-6	8	19	-28	-5	14	1.3	-19	140
Cc1ccc(S(=O)(=O)NCC(=O)N2CCN(c3ccccn3)CC2)cc1	-15	0	-20	-11	0	1	1.1	16	100
Cc1cc(C)n(-c2cc(C)c(C)cc2Br)n1	-4	-6	0	15	1	8[fluorescence artefact?]	1.1	-1	107
c1ccc(Oc2nc(Oc3ccccc3)nc(N3CCOCC3)n2)cc1	-2[fluorescence artefact?]	2	4	-5	-3	10	1.1	-4	97
CSC1=N/C(=C\c2ccc(C)o2)C(=O)S1	1	2	5	-13	-5	2	1	-4	95[fluorescence artefact?]
CCCc1nc2oc(C(=O)c3ccccc3)c(N)c2c2c1COC(C)(C)C2	24	3	-23	-14	-1	9	1.1	20	101
OCCn1c(Cl)nc2ccccc21	-20	5	-6	·	·	-3	1	8	98
CCOC(=O)c1sc2nc(CC(=O)OC)nc(NCc3ccc(F)cc3)c2c1C	-1	10	7	2	5	10	1.1	-4	82
COc1ccc(C(=O)Nc2ccc(Cl)cc2C(=O)N2CCCC(C)C2)cc1 (stereo unspecified)	·	·	-17	1	-1	·	·	18	·
CCOc1cc(C2c3c(n[nH]c3C)C(=O)N2c2ccc(C)cc2)ccc1O (stereo unspecified)	-9	7	-13	-35	9	5	1.1	7	124
COc1ccccc1CC(=O)NCc1ccc2c(c1)OCO2	4	2	-2	-33	5	1	1.1	7	104
O=C(NCCc1c[nH]c2ccccc12)C1CCN(c2nnc(N3CCCC3=O)s2)CC1	18	4	44	·	·	5	1.2	-45	134
C=CCOn1c(=O)c(C)[n+]([O-])c2ccccc21	7	5	·	-4	-1	12	1.1	·	95
CCOC(=O)N1CCN(C(=O)c2oc3ccc(S(=O)(=O)N4CCOCC4)cc3c2C)CC1	-9	3	·	4	-3	-6	1	·	121
COc1ccc(NC(=O)CSc2nnc(-c3cccnc3)o2)cc1	-16	-1	-7	0	-4	-14	0.9	7	120
CCCCCCCCCCNC(=O)CCn1[nH]c(=O)c2ccccc2c1=O	-7	·	9	·	·	-1	1.2	-4	96
Cc1ccc2c(c1)nnn2C1CCN(C(=O)NC23CC4CC(CC(C4)C2)C3)CC1	-5	5	85*	-46	-5	4	0.9	-85	87
Cc1cccc(NS(=O)(=O)c2cc(C(=O)N3CCc4ccccc4C3)ccc2Cl)c1C	·	·	11	3	-4	·	·	-9	·
Cn1ncc2c(=O)n(CC(=O)NC34CC5CC(CC(C5)C3)C4)cnc21	·	·	-6	-1	-3	·	·	3	·
O=C1CC(c2ccccc2)CC(O)=C1C=NCc1ccccc1Cl (stereo unspecified)	·	·	0	-5	1	·	·	3	·
CCOC(=O)N1CCC(NC(=O)Cn2ncc3c2-c2cc(C)ccc2OC3)CC1	-10	3	·	2	0	5	1	·	117
Cc1ccc(/C([O-])=C(/C(=S)NCc2ccco2)[n+]2ccccc2)cc1	·	·	-8	-7	8	·	·	9	·
CC(=O)Nc1cccc(Oc2cc(C#N)c(C#N)cc2N2CCOCC2)c1	18	7	-7	6	1	-2	1	7	99[fluorescence artefact?]
CCOC(=O)C1CCN(CC(O)COc2ccc(C(C)(C)C)cc2)CC1 (stereo unspecified)	-7	-7	-14	-6	3	-6	0.9	13	96
O=C(Nc1ccc(Cl)cc1)NC1(C(=O)NCCCN2CCOCC2)CCCCC1	-1	9	·	-23	1	-5	1.1	·	124
O=C(O)C1C2C=CC(C2)C1C(=O)Nc1ccc2c(c1)OCCO2 (stereo unspecified)	-1	-1	-2	-10	2	-3	0.9	6	100[fluorescence artefact?]
Cc1nn(Cc2ccc(Cl)cc2)c(C)c1NC(=O)c1c(-c2ccccc2)noc1C	-1[fluorescence artefact?]	9	-9	·	·	-6	1.3	8	108
CC12CCC(C/C1=N\OC(=O)c1ccc(F)cc1)C2(C)C (stereo unspecified)	0	-4	1	·	·	-7[fluorescence artefact?]	1.1	4	94
COC(=O)c1ccccc1NC(=O)CSc1n[nH]c(C)n1	1	10	0	·	·	3	1.2	0	104
CCN(CC)CCCNC(=O)Cc1c(C(=O)O)n(C)c2ccccc12	-28	-3	-6	-1	0	2	1.1	8	96
CN1CCN(CCCCC(=O)c2ccccc2)CC1	-6	3	0	5	-3	4	1.2	2	103
COc1ccc(C)cc1-n1c(-c2ccncc2)n[nH]c1=S	-41	2	3	13	-5	-4	1.1	0	105
Cc1ccc(C(=O)Nc2ccc(Br)c(C(F)(F)F)c2)cc1	·	·	34	2	-9	·	·	-35	·
CCOC(=O)C1(C)/C(=N/Nc2ccccc2)C(=O)C(=O)N1c1ccccc1 (stereo unspecified)	-19	2	-11	-6	-1	1	1.2	7	83
CCCCCn1c(SCc2cccc(C)c2)nc2c1c(=O)[nH]c(=O)n2C	-6	4	·	·	·	2	·	·	115
CCOCCCNC(=O)c1cccs1	-2	2	-6	-32	-2	-3	1.1	7	97
COn1c(SCC(N)=O)nc2ccccc2c1=O	-7	4	·	43	3	6	1.1	·	109

Further structures
SMILES	ERb coact inh	Candida biofilm	sEH inhibitor	CD11b adhes inh	CD11b adhes enh	Smad3 FoxH1 inh	MT1-MMP txn act	sEH activator	ERa SRC1 pot
Fc1ccccc1C(c1nnnn1C1CCCC1)N1CCN(Cc2ccccc2)CC1 (stereo unspecified)	13[fluorescence artefact?]	3	-4	·	·	-20	·	4	84
COC(=O)C1CCN(C(=O)c2cc(OC)c(OC)c(OC)c2)CC1	-8	7	-2	-8	-1	0	1.1	4	117
CN(C)S(=O)(=O)c1ccc2nc(NC(=O)c3cccs3)sc2c1	1	-3	-20	17	0	5	1.5	22	109
Cc1c(CN(C)C(=O)c2sc3cc(Cl)ccc3c2Cl)cnn1C	1	9	6	·	·	1	0.9	-6	118
COc1ccc(C(=O)Nc2cccc(OC(=O)c3ccc(C)c(C)c3)c2)cc1	·	·	2	9	-4	·	·	0	·

Screens (PubChem)
